AmpC detergent – AmpC beta-lactamase inhibition with detergent present; AmpC hydrolysis of nitrocefin, absorbance 480 nm, 0.01% Triton; Potency, µM (titrated, usually from 114 µM), for inactives: top-dose activity change, negative = inhibition, usual class: inhibitors; hit rate 0.041% among 370,000; P00811;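 further: potency means the concentration at half of the fitted maximal effect; 0% = no-compound wells and -100% = no-enzyme wells; nearly all actives have a fitted effect of over 25% in size; some results filed as inactive show a strong effect at the top dose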
Target sequence (P00811 whole entry, looked up): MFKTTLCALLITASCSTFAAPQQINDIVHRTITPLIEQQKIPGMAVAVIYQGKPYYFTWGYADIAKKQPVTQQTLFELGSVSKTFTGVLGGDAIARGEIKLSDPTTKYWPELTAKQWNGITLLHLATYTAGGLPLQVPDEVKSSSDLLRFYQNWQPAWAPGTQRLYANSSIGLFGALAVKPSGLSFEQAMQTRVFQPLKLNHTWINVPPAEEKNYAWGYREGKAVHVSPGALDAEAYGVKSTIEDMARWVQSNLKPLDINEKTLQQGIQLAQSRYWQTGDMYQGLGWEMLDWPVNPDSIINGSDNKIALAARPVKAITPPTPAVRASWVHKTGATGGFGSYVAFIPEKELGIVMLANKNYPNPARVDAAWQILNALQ
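20 mM phosphate pH 7.0 + 0.01% (detergent screen) or 0.0001% Triton X-100; 5.3 nM AmpC reagent; cpd preinc 15 min RT; nitrocefin (800 uM stock) to start; A480 q20 s × 4 min; Activity was normalised to no-enzyme and no-compound control wells.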
HCMV antiviral – blocks human cytomegalovirus replication | HFF cells, HCMV-luciferase reporter, 72 h; stronger effect = lower value | activity change, negative = inhibition, % at 57.5 µM | hit rate 4.5% among 410,000 | AID 1259415; in the data active means activity change below about -60%; inconclusive means no clear call, values can overlap the other calls; inactive means above about -39%
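Inhibition of viral replication was scored as loss of reporter luminescence in HFFs infected with HCMV-luciferase (MOI 1 PFU/cell) for 72 h; compounds tested at 2 doses, normalized to buffer and Salinomycin controls.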
AMA1-RON2 inh – AMA1-RON2 (P. falciparum) interaction inhibition | hit rate 0.2% among 360,000 | Potency, µM (series often up to 58.2 µM), for inactives: at the highest dose activity change, negative = inhibition, usual class: inhibitors | AlphaScreen AMA1-biotinylated RON2 peptide binding;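 further: potency means the concentration at half of the fitted maximal effect; 0% = vehicle wells and -100% = peptide control; nearly all actives have a fitted effect of over 45% in size; some results filed as inactive show a strong effect at the top dose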
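AMA1 (3D7) with his tag at 25 nM final met compounds first, then biotinylated RON2 peptide at 25 nM; detection used donor plus acceptor beads, 10 µg/mL apiece, read by AlphaScreen after 30 min at room temperature.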
AmpC no deterg – blocks E. coli AmpC beta-lactamase in detergent-free assay | P00811 | AmpC nitrocefin hydrolysis, absorbance 480 nm, 0.0001% Triton | Potency, µM (doses to about 57.1 µM), for the others: top-dose activity change, negative = inhibition, actives largely listed as inhibitors | hit rate 0.52% among 330,000;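 further: potency means the concentration at half of the fitted maximal effect; plate controls were no compound for no effect and no enzyme for full effect; nearly all actives have a fitted effect of over 20% in size; some results filed as inactive show a strong effect at the top dose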
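20 mM phosphate pH 7.0 + 0.01% (detergent screen) or 0.0001% Triton X-100; 5.3 nM AmpC reagent; cpd preinc 15 min RT; nitrocefin (800 uM stock) to start; A480 q20 s × 4 min; Activity was normalised to no-enzyme and no-compound control wells.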
Tb PYK inh – T. brucei pyruvate kinase inhibition | TbPYK enzyme, Kinase-Glo Plus ATP luminescence, 45 min | Potency, µM (highest dose often 76.8 µM), for inactives: top-dose activity, negative = inhibition, usual class: inhibitors | Q57TT1 | hit rate 0.12% among 410,000; further: potency means the concentration at half of the fitted maximal effect; nearly all actives have a fitted effect of over 50% in size
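Activity of T. brucei pyruvate kinase was followed by Kinase-Glo Plus luminescence after the enzyme reacted 45 min at room temperature with 130 uM ADP (final) and substrate. Test compounds were added before ADP at multiple concentrations.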
HCV inh – inhibitors of hepatitis C virus infection | Huh7.5.1 HCVcc-Cre infection, luciferase reporter, 44 h | Potency, µM (top dose mostly 41.8 µM), for inactives: top-dose activity change, negative = inhibition, usual class: inhibitors | hit rate 3.4% among 340,000 | AID 651820; further: potency means the concentration at half of the fitted maximal effect
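Antiviral activity was scored by luciferase reporter output from cells infected with HCVcc-Cre (~0.5 moi) in presence of compound, 44 h infection period, cells seeded 1,000/well 4 h prior.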
LmPK inhibitor – blocks Leishmania mexicana pyruvate kinase activity | Q27686 | purified LmPK, Kinase-Glo ATP luminescence, 1 h | Potency, µM (doses to about 57.5 µM), without a hit: at the highest dose activity change, negative = inhibition, hits mostly inhibitors | hit rate 0.37% among 290,000; further: potency means the concentration at half of the fitted maximal effect
Target sequence (Q27686 whole entry, looked up): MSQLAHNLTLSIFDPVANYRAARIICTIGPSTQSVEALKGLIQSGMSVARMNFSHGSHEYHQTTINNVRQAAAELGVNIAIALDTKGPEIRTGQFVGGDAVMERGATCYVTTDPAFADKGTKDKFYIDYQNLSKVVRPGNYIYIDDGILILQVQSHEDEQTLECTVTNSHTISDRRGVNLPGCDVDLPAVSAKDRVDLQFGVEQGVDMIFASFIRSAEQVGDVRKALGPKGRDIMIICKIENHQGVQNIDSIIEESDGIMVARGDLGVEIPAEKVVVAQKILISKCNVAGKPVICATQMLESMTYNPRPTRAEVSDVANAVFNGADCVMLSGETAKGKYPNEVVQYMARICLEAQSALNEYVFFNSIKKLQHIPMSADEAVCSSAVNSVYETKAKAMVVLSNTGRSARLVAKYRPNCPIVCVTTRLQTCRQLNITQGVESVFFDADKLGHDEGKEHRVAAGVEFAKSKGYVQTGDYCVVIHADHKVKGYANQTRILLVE
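Purified LmPK (0.1 nM) with 0.5 mM PEP and 0.1 mM ADP in imidazole buffer pH 7.2 with MgCl2/KCl, 1 h at room temperature. ATP formed was read by luciferase luminescence and normalized to no-enzyme and uninhibited controls.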
Active calls of the source: *; ? = inconclusive; . = not tested or not shown; & = joins results of further samples; [ ] = remark or other dose. Unless noted, the call rests on the fitted dose curve; in most records, active means well fitted curve in the direction sought with a large enough effect; inconclusive means small, poorly fitted or top-dose-only effect, or another doubt; inactive means no such curve, though single readings can be large; an effect the other way counts as inactive or inconclusive. Unless noted, on the % scale 0 is the no-effect control and ±100 the full control effect. No enrichment for hits. Share with any hit: about 7.5%.

SMILES	AmpC detergent	HCMV antiviral	AMA1-RON2 inh	AmpC no deterg	Tb PYK inh	HCV inh	LmPK inhibitor
COc1cc(C)nc(Oc2ccc(OCCOc3ccccc3)nn2)n1	-8%	38	-8%	20%	2%	12%	1%
CCCOC(=O)c1ccc(O)c(OC)c1	3%	-15	-17%	-14%	4%	2%	-3%
O=C1[C@H]2[C@@H](c3ccc(C(F)(F)F)cc3)N[C@]3(CCCN(Cc4ccc(Cl)cc4)C3=O)[C@H]2C(=O)N1Cc1ccccc1	.	-18	-11%	.	9%	.	.
CC(=O)Oc1ccc(/C=C2/C(=O)N(c3ccccc3)N=C2C)cc1	-3%	30	-6%	-13%	?	12%	-12%
COc1cc(/C=C/c2nc3ccccc3c(=O)[nH]2)cc(Cl)c1O	-12%	-5	-12%	-7%	4%	6%	7%
COC(=O)c1ccc(/C=N\NC(=O)CC(=O)NCCc2ccccc2)cc1	6%	-28	31%[activator]	-8%	1%	-6%	2%
CCOC(=O)c1cnc2c(C)cc(C)cc2c1Nc1ccc(N2CCOCC2)cc1	10%	7	.	.	-4%	.	.
Cc1nn(CC(=O)NC(C)C(C)C)c(C)c1S(=O)(=O)N1CCCCC1 (stereo not drawn)	-24%	-12	-16%	-5%	-3%	15%	.
Cc1cccc(N2CCN(C(=O)c3ccccc3NC(=O)C3=CSCCO3)CC2C)c1 (stereo not drawn)	4%	0	-16%	35%	-12%	-24%	7%
CC(C)c1ccc(NC2CCCN(C(=O)c3cnn(C(C)C)c3)C2)cc1 (stereo not drawn)	4%	7	-6%	2%	0%	?	-1%
COCCN(CC(=O)Nc1cccc(C)c1C)C(=O)c1cc(-c2cccs2)nn1-c1ccccc1	4%	-25	-5%	101%[activator]	-8%	?	.
O=c1cc(-c2ccc(F)cc2)nc(SCc2nc(-c3cccc(Cl)c3)no2)[nH]1	30%[activator]	0	.	.	8%[15.4 µM]	.	.
COc1ccc(Cn2c(C)c(C)c(C#N)c2NC(=O)Nc2cccc(C)c2)cc1	?	-67*	14%	-44%	0%	-20%	1%
Cc1ccccc1OCC(=O)NN1CCN(C)CC1	?	-23	2%	-15%	-7%	-7%	-1%
N#CCCN(Cc1ccccc1)C(=O)CCC(=O)c1ccc(F)cc1	.	-20	1%	.	1%	.	.
CCCCc1c(Cc2cccc(F)c2)ncn1CCc1ccccc1OC	.	-66*	6%	.	-3%	.	.
Cc1ccccc1-n1c(-c2csc(C)c2C)n[nH]c1=S	?	-28	39%[activator]	22µM*	?	3%	7.9µM*
Cn1cnc(S(=O)(=O)N2CCCC(C(=O)NCc3ccc(F)cc3)C2)c1 (stereo not drawn)	16%	14	.	.	2%	.	.
C#CCN1C=CC(=O)[C@@H](O)[C@H]1c1ccccc1Br	.	-12	15%	.	0%	5.6µM*	.
COc1ccccc1NCc1nnc2n1CCCCC2	11%	-13	.	.	4%	.	.
CC(=O)c1cccc(-n2c(CCC(=O)O)ccc2-c2ccccc2)c1	-2%&23%	-8&52	-10%	-11%	-17%&-12%	16%	-2%
C[C@@H]1CN([C@@H](C)CO)C(=O)c2cc(NC(=O)Nc3ccc4c(c3)OCO4)ccc2O[C@H]1CN(C)S(=O)(=O)c1ccc(F)cc1	.	3	-11%	85%[activator]	4%	38%[activator]	.
O=C(NC(=S)Nc1ccccc1N1CCCCC1)c1ccc(F)cc1Cl	-4%	7	12%	-27%	-2%	.	-2%
O=C1C=C(c2cccc(OCc3ccccc3)c2)C[C@@H](c2ccc3c(c2)OCO3)C1	-6%	29	-19%	-5%	3%	-9%	.
COc1cnc(SCCC(F)=C(F)F)[nH]c1=O	10%	-10	9%	-15%	5%	5%	-2%
Additional structures.
SMILES	AmpC detergent	HCMV antiviral	AMA1-RON2 inh	AmpC no deterg	Tb PYK inh	HCV inh	LmPK inhibitor
Cc1cccc2c(N=O)c(O)n(CCc3ccccc3)c12	-6%	-8	-4%	-34%	-3%	-29%	-4%
COc1cc(OC)c(N(C)S(=O)(=O)c2cccc(C(=O)NC3=NCCS3)c2)cc1Cl	1%	32	93%[activator]	-3%	3%	?	4%
CCc1cccc(OCC(=O)Nc2ccc(C)c(S(=O)(=O)N3CCCCCC3)c2)c1	-14%	-15	-1%	-20%	10%	8.9µM*	.
O=C1Nc2cc(C(=O)N3CCOCC3)ccc2S/C1=C\c1ccccc1	2%	?	6%	122%[activator]	2%	8%	0%
Cc1cc(Cl)ccc1OCCCC(=O)N/N=C/c1cccc([N+](=O)[O-])c1	3%	?	31%[activator]	-18%	-1%	?	1%
C=CC[C@@H](CC(=O)N[C@@H](CO)Cc1ccccc1)C(=O)NCCOC(=O)[C@@H](CC=C)CC(=O)OC(C)(C)C	.	-21	16%	294%[activator]	6%	22%	.
Cc1oc2ncn(C)c(=O)c2c1C(=O)N(C)c1ccccc1F	3%	0	.	.	3%	.	.
O=[N+]([O-])c1ccccc1S(=O)(=O)Oc1ccccc1/C=N/n1cnnc1	?	-16	-6%	-18%	3%	3%	-1%
Cc1cc2[nH]c(=O)c(=O)[nH]c2cc1S(=O)(=O)NCc1ccc(F)cc1	9%	8	.	.	0%	.	.
O=C(O)C1CC=CCC1C(=O)N1CCc2ccccc21 (stereo not drawn)	-7%	8	-4%	-16%	-2%	9%	1%
Cc1ccc(CN2CCN(Cc3cnc(N(C)C)s3)CC2CCO)o1 (stereo not drawn)	-1%	41	-2%	1%	2%	18%	-2%
COC(=O)N[C@H](c1ccccc1)[C@@]1(C)C[C@@H]1[C@@H](C)C(=O)Nc1ccc2ccccc2c1	.	3	9%	.	-11%	-8%	.
CCCOc1ccccc1C1NC(=O)NC(C)=C1C(=O)OCCOC (stereo not drawn)	-14%	11	-5%	-13%	-2%	4%	-6%
Cc1ccc(Cl)c2c1NC(=O)C2(O)CC(=O)c1ccc(F)cc1 (stereo not drawn)	-7%	?	17%	-13%	-2%	15%	1%
Cc1ccc(NC(=O)c2sc(-n3nc(C)c(Cc4ccc5c(c4)OCO5)c3C)nc2C)cc1Cl	1%	16	.	.	1%	.	.
CSc1ccc(CN(C)CC(=O)Nc2ccc(C)cc2Br)cc1	-12%	33	-7%	5%	9%	10%	-2%
O=C(O)c1cccc(N2C(=O)c3cccc4cccc(c34)C2=O)c1	-14%	35	7%	-11%	0%	26%	-6%
CCOC(=O)N1CCC(NC(=O)c2ccc3snnc3c2)CC1	?	6	26%	45µM*	2%	10%	2%
O=C(NCCCc1ccccc1)c1nn(-c2ccccc2)nc1CO	-1%	0	.	.	4%	.	.
Cc1cccc(-c2noc(CN(C)C(=O)c3ccc4c(c3)OCO4)n2)c1	-8%	52	10%	12%	-5%	4%	2%
COc1ccc(CNC(=O)CS(=O)CC(=O)O)cc1OC (stereo not drawn)	8%	-25	14%	-17%	2%	11%	-9%
COc1ccc(C(=O)NC2CCC(O)CC2)cc1S(=O)(=O)NCc1ccc(Cl)cc1 (stereo not drawn)	?	42	-1%	-29%	3%	?	.
O=C(CN1C(=O)C(=O)N(C2CCCC2)C1=O)Nc1ccc(F)cc1F	?	16	22%	97%[activator]	1%	-13%	.
COc1cc(OC)c(NC(=O)N2CCC(CN3CCOCC3)CC2)cc1Cl	4%	-14	.	.	0%	.	.
COc1cc(N=Nc2ccc(C(=O)N(C)C)cc2)c(C)cc1N	.	72	?	.	7%	?	.

9 consecutive entries already listed:
SMILES	AmpC detergent	HCMV antiviral	AMA1-RON2 inh	AmpC no deterg	Tb PYK inh	HCV inh	LmPK inhibitor
COc1ccccc1NCc1nnc2n1CCCCC2	11%	-13	.	.	4%	.	.
CC(=O)c1cccc(-n2c(CCC(=O)O)ccc2-c2ccccc2)c1	-2%&23%	-8&52	-10%	-11%	-17%&-12%	16%	-2%
C[C@@H]1CN([C@@H](C)CO)C(=O)c2cc(NC(=O)Nc3ccc4c(c3)OCO4)ccc2O[C@H]1CN(C)S(=O)(=O)c1ccc(F)cc1	.	3	-11%	85%[activator]	4%	38%[activator]	.
O=C(NC(=S)Nc1ccccc1N1CCCCC1)c1ccc(F)cc1Cl	-4%	7	12%	-27%	-2%	.	-2%
O=C1C=C(c2cccc(OCc3ccccc3)c2)C[C@@H](c2ccc3c(c2)OCO3)C1	-6%	29	-19%	-5%	3%	-9%	.
COc1cnc(SCCC(F)=C(F)F)[nH]c1=O	10%	-10	9%	-15%	5%	5%	-2%
Cc1cccc2c(N=O)c(O)n(CCc3ccccc3)c12	-6%	-8	-4%	-34%	-3%	-29%	-4%
COc1cc(OC)c(N(C)S(=O)(=O)c2cccc(C(=O)NC3=NCCS3)c2)cc1Cl	1%	32	93%[activator]	-3%	3%	?	4%
CCc1cccc(OCC(=O)Nc2ccc(C)c(S(=O)(=O)N3CCCCCC3)c2)c1	-14%	-15	-1%	-20%	10%	8.9µM*	.

More structures follow.
SMILES	AmpC detergent	HCMV antiviral	AMA1-RON2 inh	AmpC no deterg	Tb PYK inh	HCV inh	LmPK inhibitor
CCOCCCn1c(-c2ccc(Cl)cc2)n[nH]c1=S	2%	3	19%	-27%	8.9µM*	13%	?
COc1ccc(-n2nnnc2C(c2cc3ccccc3o2)N2CCN(C/C=C/c3ccccc3)CC2)cc1 (stereo not drawn)	.	13	?	.	2%	.	.
ClCC1=Nc2cccc3cccc(c23)N1	-10%	.	.	-20%	.	.	2%
CCN1CCN(C(=O)c2ccc(CS(=O)(=O)Cc3ccccc3C)o2)CC1	-8%	-7	-7%	-5%	8%	3%	1%
O=C(N/N=C/c1cc(Br)c(O)c(Br)c1)C1CC1	7%	10	9%	-30%	0%	19%	-5%
O=C(NC(=S)N1CCCc2ccccc21)c1ccc(Cl)cc1	-6%	83	-5%	14%	-18%	-28%	0%
CSc1nc2c([nH]c3ccccc32)c(=O)n1-c1ccc(F)cc1	11%	-33	.	.	3%	.	.
COC(=O)C1=C(C)NC(=S)NC1c1ccc(-c2ccccc2C(=O)OC)o1 (stereo not drawn)	9%	1	3%	-36%	-8%	?	4%
CN1C(=O)[C@H]2[C@@H](c3ccc(C(F)(F)F)cc3)N[C@]3(CCCN(CC4CCCCC4)C3=O)[C@H]2C1=O	.	-8	1%	.	5%	.	.
Cc1c(Cl)cccc1NC(=O)NCc1ccccn1	6%	15	21%	1%	-5%	1%	0%
O=C(NCc1ccncc1)C(=O)Nc1ccc2c(c1)OCO2	9%	-27	1%	-19%	0%	10%	5%
COc1cccc(NC(=O)Cn2c(=O)ccc3cc(S(=O)(=O)N4CCC(C)CC4)ccc32)c1	2%	-10	.	.	5%	.	.

Screening results deposited in PubChem BioAssay by National Center for Advancing Translational Sciences (NCATS).
